ELG1 repair inh – inhibitors of ELG1-dependent DNA repair in HEK293T cells. HEK293T ELG1-luciferase reporter, luminescence, 16 h; DNA damage induced by 5-fluorouridine. Potency, µM (doses to about 46.1 µM), without a hit: top-dose activity change, negative = inhibition, usual class: inhibitors. 2.3% of 330,000 active. AID 504467; note: potency is the fitted concentration of half-maximal effect; % is set by controls: 0 for no effect and ±100 for the full control effect; nearly all actives have a fitted effect of over 55% in size
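Luminescence from the luciferase reporter, measured 30 min after ONE-Glo reagent at room temperature, was the read-out. Beforehand, 2,000 cells per well were exposed for 16 hr at 37 °C to 5-fluorouridine together with compound or vehicle.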
FLuc counter – inhibits or activates purified firefly luciferase, miR-21 counter-screen; 6.9% of 360,000 active; purified FLuc, Km substrates, luminescence inhibition; P08659; Potency, µM (top dose mostly 57.5 µM), inactives show at the highest dose activity change, negative = inhibition, usual class: inhibitors; AID 588342;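 note: potency is the fitted concentration of half-maximal effect; plate controls were vehicle for no effect and reference inhibitor for full effect; nearly all actives have a fitted effect of over 55% in size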
Target sequence (P08659 whole entry, looked up): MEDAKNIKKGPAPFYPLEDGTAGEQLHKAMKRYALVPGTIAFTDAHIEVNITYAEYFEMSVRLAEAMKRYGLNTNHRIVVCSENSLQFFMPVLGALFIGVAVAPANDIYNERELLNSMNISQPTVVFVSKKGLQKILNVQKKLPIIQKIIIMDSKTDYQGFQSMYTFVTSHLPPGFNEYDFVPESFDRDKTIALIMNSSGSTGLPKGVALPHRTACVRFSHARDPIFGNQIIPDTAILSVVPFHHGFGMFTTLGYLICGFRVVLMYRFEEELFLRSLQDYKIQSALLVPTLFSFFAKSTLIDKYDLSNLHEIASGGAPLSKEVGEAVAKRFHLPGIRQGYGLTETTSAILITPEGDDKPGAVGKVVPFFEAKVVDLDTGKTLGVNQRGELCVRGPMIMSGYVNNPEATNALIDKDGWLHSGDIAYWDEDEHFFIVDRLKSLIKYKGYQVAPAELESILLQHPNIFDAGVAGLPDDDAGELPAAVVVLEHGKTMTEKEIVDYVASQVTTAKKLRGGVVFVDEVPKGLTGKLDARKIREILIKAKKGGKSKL
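Biochemical qHTS of compounds, final roughly 60 µM downward over six points, against 10 nM purified firefly luciferase using Km concentrations of substrates (10 uM D-luciferin, 10 uM ATP) in Tris acetate pH 7.5 buffer; luminescence output.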
ELG1 genotoxic – genotoxicity induction in ELG1-luciferase HEK293T cells. HEK293T ELG1-luciferase reporter, luminescence, 16 h. Potency, µM (top dose mostly 46 µM), without a hit: at the top dose activity change, positive = activation, usual class: activators. 1.3% of 330,000 active; note: potency is the fitted concentration of half-maximal effect; % of control where 0% means no effect; nearly all actives have a fitted effect of over 60% in size
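Genotoxic stress is detected as increased luminescence from luciferase-tagged ELG1 in HEK293T cells, measured with ONE-Glo after a 16 hr treatment at 37 °C.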
Tb PFK block – T. brucei PFK enzyme inhibition; T. brucei PFK, ADP-Glo luminescence; Potency, µM (top dose mostly 57.5 µM), without a hit: at the top dose activity, negative = inhibition, hits mostly inhibitors; 0.17% of 330,000 active; AID 485367;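 note: potency is the fitted concentration of half-maximal effect; 0% = uninhibited 1x PFK enzyme wells and -100% = no-enzyme wells; nearly all actives have a fitted effect of over 60% in size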
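Compounds were pin-transferred as a titration series up to 57 uM into substrate buffer (0.5 mM F6P, 0.1 mM ATP, pH 8.0), then 1.25 nM PFK was added and reactions ran 45 min before ADP-Glo detection.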
TRPV1 agonist – activates the human vanilloid receptor TRPV1; Q8NER1; TRPV1-expressing cells, Fluo-8 calcium influx, agonist mode; activation, % at 8.33 µM; 0.19% of 320,000 active; in the data active = activation above about 80%; inconclusive = between about 30% and that limit; note: 0% is about no effect
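TRPV1-expressing cells were cultured overnight at 35.5C and loaded with Fluo-8 calcium dye for 40 to 90 min at room temperature. After a 10 s baseline, compound was added and calcium influx was read kinetically for 3 min (ex 480/em 520 nm).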
NPC1 prom act – activators of NPC1 promoter; 2.4% of 320,000 active; AID 485313; Huh7 NPC1 promoter luciferase reporter, 24 h; Potency, µM (series often up to 9.22 µM), without a hit: at the top dose activation, hits mostly activators;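 note: potency is the fitted concentration of half-maximal effect; % of control where 0% means no effect; nearly all actives have a fitted effect of over 60% in size; reporter is driven by a mutant NPC1 promoter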
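In 1536-well qHTS, Huh7 cells harboring an NPC1 promoter–luciferase construct received compound for 24 h; activation was quantified by luminescence following luciferase reagent addition.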
BRCA1 expr up – activators of BRCA1 expression. MCF7-BRCA1-FFLuc reporter, luminescence, 48 h; response scale: scaled: vehicle 0%, 10 µM genistein 100%. Potency, µM (highest dose often 46.1 µM), without a hit: at the top dose activation, usual class: activators. 1.1% of 380,000 active; note: potency is the fitted concentration of half-maximal effect; nearly all actives have a fitted effect of over 80% in size; some results filed as inactive show a strong effect at the top dose
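Luminescence from a BRCA1-driven firefly luciferase in MCF7 cells was read after 48 h compound exposure at 37 C. Data normalized against DMSO and a 10microM genistein activation control, then curve-fitted across the titration.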
RORg inh – blocks mouse ROR gamma transcriptional activity. AID 2551. Drosophila S2 Gal4-RORgamma UAS-luciferase reporter, 20 h. Potency, µM (doses to about 53.6 µM), for the others: at the top dose activity change, negative = inhibition, most hits filed as inhibitors. 5.4% of 310,000 active. P51450; note: potency is the fitted concentration of half-maximal effect; % is set by controls: 0 for no effect and ±100 for the full control effect; nearly all actives have a fitted effect of over 60% in size
Target sequence (P51450 whole entry, looked up, the tested form may be a part): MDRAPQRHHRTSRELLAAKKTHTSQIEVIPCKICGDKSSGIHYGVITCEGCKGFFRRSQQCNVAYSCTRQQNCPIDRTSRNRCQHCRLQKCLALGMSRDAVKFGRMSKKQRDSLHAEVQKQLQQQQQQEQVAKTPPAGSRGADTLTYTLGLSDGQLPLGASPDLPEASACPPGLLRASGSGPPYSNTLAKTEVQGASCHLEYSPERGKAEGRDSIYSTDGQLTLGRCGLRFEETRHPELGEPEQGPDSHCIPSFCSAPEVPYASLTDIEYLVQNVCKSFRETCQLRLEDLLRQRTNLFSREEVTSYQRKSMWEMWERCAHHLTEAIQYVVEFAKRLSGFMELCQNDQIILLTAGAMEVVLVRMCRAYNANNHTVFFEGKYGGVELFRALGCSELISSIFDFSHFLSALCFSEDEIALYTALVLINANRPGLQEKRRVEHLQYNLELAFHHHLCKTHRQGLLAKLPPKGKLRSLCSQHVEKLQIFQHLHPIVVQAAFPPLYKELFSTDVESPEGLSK
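Schneider cells (Drosophila), stable Gal4 DBD–ROR gamma + UAS-luc; 1 hr cmpd preincubation; Cu2+ induction 700 uM final; 20 hr ambient; luminescence.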
p53 reactivator – restores transcriptional activity of mutant p53; H1299 p53-A138V BP100-luciferase reporter, luminescence, 24 h; Potency, µM (titrated, usually from 92.2 µM), for inactives: top-dose activity change, positive = activation, most hits filed as activators; 0.063% of 320,000 active; note: potency is the fitted concentration of half-maximal effect; % of control where 0% means no effect; nearly all actives have a fitted effect of over 45% in size
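p53-null H1299 cells stably carrying temperature-sensitive p53-A138V and a BP100-luciferase reporter were pinned with compounds (4-point, 1:5 series) and held 24 hrs at 37 deg C. Luminescence was read 10 min after detection reagent.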
Rab9 prom act – Rab9 promoter activation; 2.8% of 320,000 active; AID 485297; Potency, µM (titrated, usually from 9.22 µM), for inactives: top-dose activation, negative = inhibition, most hits filed as activators; Huh7 Rab9 promoter-luciferase reporter, luminescence, 24 h; note: potency is the fitted concentration of half-maximal effect; % of control where 0% means no effect; nearly all actives have a fitted effect of over 60% in size
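Cell-based reporter: Huh7 stable for Rab9 promoter-driven luciferase, plated in reduced-serum medium with 10% FBS at 1500 cells/well, compound-treated 24 h at 37 °C, luminescence read after 10 min reagent.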
Gal4-VP16 FLuc – Gal4-VP16 reporter inhibition counter-screen; Drosophila S2 Gal4-VP16 UAS-luciferase, luminescence, 20 h; Potency, µM (titrated, usually from 53.6 µM), without a hit: at the highest dose activity, negative = inhibition, usual class: inhibitors; 3.5% of 310,000 active; AID 2546;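 note: Gal4-VP16 expression switched on by copper sulfate through the metallothionein promoter; potency is the fitted concentration of half-maximal effect; % is set by controls: 0 for no effect and ±100 for the full control effect; nearly all actives have a fitted effect of over 50% in size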
* marks the source's active call; other numbers are inactive results; ? = inconclusive; . = not tested or not shown; & = joins results of further samples; [ ] = remark or other dose. Unless noted, calls come from the whole dose curve; as a rule, active = well fitted curve in the direction sought with a large enough effect; inconclusive = small, poorly fitted or top-dose-only effect, or another doubt; inactive = no such curve, though single readings can be large; an effect the other way counts as inactive or inconclusive.

SMILES	ELG1 repair inh	FLuc counter	ELG1 genotoxic	Tb PFK block	TRPV1 agonist	NPC1 prom act	BRCA1 expr up	RORg inh	p53 reactivator	Rab9 prom act	Gal4-VP16 FLuc
Cc1c(CC(=O)N[C@H](C(=O)O)C(C)C)c(=O)oc2cc3c(cc12)CCC(C)(C)O3	?	10.7µM*	?	1.5%	2.4	2.82µM*	76.6%	-17.3%	27.9%	1.78µM*	16.6%
O=C(NCc1ccco1)c1cnc2ccccn2c1=O	6.1%	4.5%	14.9%	-1.7%	0.8	0.7%	14.0%	11.6%	11.7%	-0.6%	23.1%
COc1ccc(S(=O)(=O)N2CCOC23CCN(S(=O)(=O)c2cccs2)CC3)cc1	-10.0%	0.2%	2.0%	-1.3%	9.8	0.0%	-30.9%	.	2.6%	1.4%	.
CCOC(=O)CSc1nc(-c2ccccc2)nc2c1oc1ccccc12	-9.1%	-15.7%	-0.6%	-0.4%	-1.9	0.6%	-36.6%	-6.3%	-3.6%	-2.6%	-3.3%
CCSc1nnc(NC(=O)CSc2nc3c(c(=O)n2CC)SC(C)C3)s1 (stereo not given)	?	-0.9%	-8.1%	1.4%	3.9	0.4%	-54.0%	17.7%	2.6%	-11.1%	-12.7%
O=c1c2ccc(Cl)cc2nc2n1CC/C2=C\c1cccc(O)c1	-2.6%	2.0%	-3.1%	-0.8%	1.3	-1.1%	-31.6%	9.9%	6.7%	8.1%	-9.4%
Fc1cccc(COc2ccccc2C(=S)N2CCCC2)c1	-4.3%	3.4%	0.2%	-7.8%	7.4	0.9%	44.6%	11.2µM*	-1.7%	-3.6%	2.9%
O=C(NCC(c1cccs1)N1CCOCC1)c1cc(-c2ccccn2)nc2ccccc12 (stereo not given)	?	-10.4%	-8.4%	0.0%	0.0	2.9%	4.4%	-3.1%	-0.3%	-0.2%	-2.1%
O=C(O)COc1ccccc1/C=N/NC(=O)CSc1nc2ccccc2c(=O)n1-c1ccc(Cl)cc1	18.2%	-2.3%	3.6%	-1.8%	0.4	1.0%	10.4%	11.8%	5.9%	-0.4%	-3.1%
COC(=O)c1ccc(NC(=O)Cn2nc(C)cc2C)cc1	?	-13.1%	-3.2%	1.4%	10.5	-4.9%	-5.5%	?	-1.5%	-3.9%	-5.0%
CC(=O)c1c(N2CCN(C)CC2)[nH]c(-c2ccccc2)nc1=S	2.4%	-1.0%	-1.1%	-3.1%	-0.7	11.6%	-28.8%	10µM*	-2.0%	-5.8%	-20.4%
O=CN1CC(=O)N(c2ccccc2)c2c([nH]c3ccccc23)C1	4.1%	8.8%	-2.3%	-0.2%	0.3	-1.1%	5.5%	-5.5%	-0.2%	-3.5%	-5.1%
COc1cccc(N=CC2=C(O)CCCC2=O)c1	-16.7%	-18.9%	10.9%	-1.3%	-1.0	-3.8%	0.0%	29.9%	2.7%	2.3%	-12.6%
COc1ccccc1NS(=O)(=O)c1ccc(C(=O)N2CC(C)OC(C)C2)cc1 (stereo not given)	-5.7%	-1.8%	-0.5%	-1.3%	-0.3	-2.4%	13.2%	.	3.0%	-1.8%	.
Cc1cc(=O)[nH]c(SCc2cc(Cl)ccc2OC(F)F)n1	?	3.5%	-0.6%	-0.4%	-0.7	-0.1%	-8.3%	-1.8%	-1.9%	-4.7%	-8.1%
CCC1CCC(N2CCN(c3ccc(F)cc3)CC2)CC1 (stereo not given)	-22.0%	-0.8%	-5.8%	-0.8%	1.3	-1.3%	0.4%	-13.7%	2.7%	-0.1%	-4.8%
FC(F)(F)c1cccc(N2CCN(Cc3cccnc3)CC2)c1	10.2%	3.5%	-0.4%	-8.8%	0.4	-2.1%	4.7%	-23.6%	-3.0%	-3.2%	-1.9%
COc1cc(S(=O)(=O)N2CCN(C)CC2)c(OC)cc1Br	-2.4%	-0.8%[2.3 µM]	1.2%	-7.5%	-2.4	-0.7%	-14.8%	-3.9%	4.9%	-3.4%	-0.3%
CCN1CCN(C(=O)CCN2C(=O)c3ccccc3C2=O)CC1	12.4%	-5.3%	-2.2%	-14.1%	-14.3	-1.3%	-6.7%	0.1%	-0.8%	0.9%	0.5%
COC(=O)c1nc2cc(C)ccn2c1F	?	0.1%	0.4%	6.6%	0.1	0.5%	20.6%	17.0%	?	-0.2%	4.1%
O=C(NCCS(=O)(=O)N1CCN(c2ccccc2F)CC1)c1cccc(Br)c1	-4.9%	1.2%	-4.6%	-5.7%	7.8	-0.4%	-1.2%	-1.1%	2.1%	-3.7%	3.0%
CCOC(=O)c1nonc1NC(C)=O	7.9%	2.7%	0.3%	-3.2%	3.4	-5.7%	-18.0%	-44.5%	-8.0%	-3.9%	-0.2%
COc1ccccc1O	?	1.1%	-1.6%	-2.6%	5.3	1.9%	20.3%	16.8%&25.7%&10.0%&20.7%	10.1%	-1.1%	-1.8%&-5.6%&-3.3%&4.3%
C=COCCNC(=O)C(=O)NC(C)C	-2.2%	4.3%	0.0%	-4.2%	-2.3	2.4%	-17.4%	-13.6%	6.8%	0.1%	-1.5%
CCOC(=O)N1CCN(C(=O)c2cnc(Nc3ccccc3OC)c3ccccc23)CC1	?	-12.6%	-12.2%	0.4%	-1.2	0.9%	-30.2%	5.5%	-1.8%	-6.5%	-4.3%
CCN(c1ccc(OC)cc1)S(=O)(=O)N1CCCC(C(=O)NCc2cccc(C)c2)C1 (stereo not given)	-6.2%	-2.8%	-1.7%	5.0%	0.1	-0.7%	-19.0%	0.2%	.	-4.2%	4.5%
CNC(=O)c1[nH]nc2c1CCc1ccccc1-2	0.9%	?	1.3%	6.0%	-2.4	2.0%	24.3%	32.5%	-0.9%	-8.9%	0.0%
Cc1cc(C)n(C(C[N+](=O)[O-])c2ccc(Cl)cc2)n1 (stereo not given)	12.9%	-18.5%	3.7%	-1.0%	2.2	-4.4%	-46.9%	16.0%	6.8%	-9.9%	-0.9%
C=CC(=O)NCCCc1cc(C(C)(C)C)c(O)c(C(C)(C)C)c1	-10.5%	-0.2%	0.9%	13.2%	?	-2.1%	-30.8%	?	-0.6%	7.8%	4.3%
Cc1ccccc1-n1c(C)nnc1SCC(=O)N(C)C1CCS(=O)(=O)C1 (stereo not given)	21.2%	0.3%	0.5%	1.8%	-7.8	1.1%	3.2%	6.9%	-0.4%	-0.5%	-0.1%
COc1ccccc1C(=O)O/N=C(\N)c1ccccn1	?	10.7µM*	?	-29.2%	12.4	1.41µM*	-44.5%	3.16µM*	-3.7%	1.26µM*	?
Cc1sc2ncnc(N3CCN(C(=O)c4ccco4)CC3)c2c1C	11.6µM*	-3.6%	-15.9%	-17.1%	?	-8.9%	-5.7%	?	-4.2%	-8.1%	-20.3%
CCOc1ccc(N2CC(C(=O)N3CCCC3)CC2=O)cc1 (stereo not given)	14.5%	0.1%	3.9%	-2.8%	-0.4	-5.1%	-2.8%	2.8%	0.1%	-6.5%	2.7%
O=C(Cn1nnc(-c2ccccc2F)n1)NCc1ccco1	4.2%	-4.3%	0.1%	-5.5%	-0.1	-1.7%	-2.9%	30.5%	0.7%	-0.4%	1.0%
CC(C)(C)N1C(=O)[C@H]2[C@@H](c3ccc(Br)cc3)N3C(=O)N(c4ccccc4)C(=O)[C@@]3(C)[C@H]2C1=O	10.7%	1.2%	-2.0%	-0.7%	2.7	0.3%	0.0%	23.7%	.	-1.3%	5.4%
O=C(CCN=C1NS(=O)(=O)c2ccccc21)OCc1c(F)c(F)c(F)c(F)c1F	16.3%	3.0%	4.4%	-2.8%	3.3	-5.0%	-41.6%	.	3.6%	-0.7%	.

Rewritten comma-delimited: 4 of the compounds above
Molecule,ELG1 repair inh,FLuc counter,ELG1 genotoxic,Tb PFK block,TRPV1 agonist,NPC1 prom act,BRCA1 expr up,RORg inh,p53 reactivator,Rab9 prom act,Gal4-VP16 FLuc
COc1ccccc1C(=O)O/N=C(\N)c1ccccn1,?,10.7µM*,?,-29.2%,12.4,1.41µM*,-44.5%,3.16µM*,-3.7%,1.26µM*,?
Cc1sc2ncnc(N3CCN(C(=O)c4ccco4)CC3)c2c1C,11.6µM*,-3.6%,-15.9%,-17.1%,?,-8.9%,-5.7%,?,-4.2%,-8.1%,-20.3%
O=C(Cn1nnc(-c2ccccc2F)n1)NCc1ccco1,4.2%,-4.3%,0.1%,-5.5%,-0.1,-1.7%,-2.9%,30.5%,0.7%,-0.4%,1.0%
O=C(CCN=C1NS(=O)(=O)c2ccccc21)OCc1c(F)c(F)c(F)c(F)c1F,16.3%,3.0%,4.4%,-2.8%,3.3,-5.0%,-41.6%,.,3.6%,-0.7%,.

Bioassay records from PubChem.

Rows were taken by chance, and some 15% of all compounds hit somewhere here.
